Assay outcomes as filed in PubChem BioAssay.
PTEN del growth = growth suppression of PTEN-null HCT116, primary screen, cell-based, CellTiter-Glo | HCT116 PTEN-null viability, 60 h; stronger effect = lower value | viability, % at 10 µM | 140,000 compounds, 1.2% hits | AID 827, 2007;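 active means viability at or below a set limit, 4 SD under the median of all tested compounds, cut at about 3.7% in these data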;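 further: PTEN knockout HCT116 line with beta catenin targeted HCT116 as companion control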
MRP-1 activ = H69AR viability gain despite doxorubicin, primary screen, MRP-1 activator project, H69AR cells, CellTiter-Glo; viability rescue; AID 799, 2007; 140,000 compounds, 0.61% hits; viability increase, % at 10 µM;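 active means viability gain under doxorubicin at or above a set limit, the compound median plus 3 SD, cut at about 4.7% in these data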;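 further: MRP-1 overexpressing cells given doxorubicin 25 µM after compound pretreatment; 18-22 h compound pretreatment then 72 h with doxorubicin before readout; 0% = doxorubicin-only wells and 100% = vehicle-treated cells without doxorubicin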
Yeast life ext = compounds extending yeast replicative lifespan, primary screen, S. cerevisiae, OD615 | S. cerevisiae growth with nicotinamide; deaD strain in restrictive glucose medium | inhibition of the nicotinamide effect, % at 10 µM | 130,000 compounds, 0.68% hits;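 active means inhibition above a set limit, placed 3 SD over the median of all compounds, cut at about 26% in these data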;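 further: 0% = nicotinamide-treated wells and 100% = cells grown without nicotinamide; some compounds called inactive have numbers as strong as hits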
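Assay system: engineered S. cerevisiae DeaD replicative-lifespan strain, galactose-grown log-phase cells; medium: restrictive CSMM-D dextrose medium; also added: nicotinamide, 1.5 mM, co-present with compound; schedule: 48 h compound exposure at 30 °C, humidified; detection: absorbance at 615 nm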
GALR2 blocker = GALR2 antagonists in receptor-expressing cells, primary screen; Galanin receptor type 2 (Homo sapiens), O43603; antagonist mode; inhibition, % at 4 µM; 140,000 compounds, 0.39% hits; in the data active means inhibition above about 27%;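 further: cells stimulated with galanin 1-16 at roughly its EC80; 0% = agonist challenge control and 100% = basal control without agonist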
Target sequence (O43603 whole entry, looked up): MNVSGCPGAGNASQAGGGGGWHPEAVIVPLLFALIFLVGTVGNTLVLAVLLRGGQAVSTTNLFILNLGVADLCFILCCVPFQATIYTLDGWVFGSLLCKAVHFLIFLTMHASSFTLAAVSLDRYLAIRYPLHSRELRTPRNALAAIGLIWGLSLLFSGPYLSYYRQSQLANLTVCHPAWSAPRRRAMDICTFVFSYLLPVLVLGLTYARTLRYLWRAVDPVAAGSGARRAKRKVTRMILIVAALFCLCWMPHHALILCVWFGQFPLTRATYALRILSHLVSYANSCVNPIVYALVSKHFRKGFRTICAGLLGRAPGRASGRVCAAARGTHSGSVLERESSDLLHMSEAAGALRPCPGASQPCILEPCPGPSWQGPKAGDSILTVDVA
Phagocytosis inh = inhibitors of macrophage phagocytosis, primary screen, imaging, J774A.1 cells, IgG beads; 110,000 compounds, 0.07% hits; inhibition, % at 5 µM; J774A.1 macrophage IgG-bead phagocytosis;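 active means inhibition above the mean of the plate negative controls plus 5 SD, cut at about 13% in these data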;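 further: phagocytic index as fraction of beads internalized from green versus red external bead signal; plate controls were DMSO negative control for no effect and cytochalasin-D positive control for full effect; some results beyond the cut were filed as inactive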
NPY-Y2 antag = NPY-Y2 receptor antagonists, primary screen, cell-based; NPY-Y2 expressing cells, antagonist mode; AID 793, 2007; 140,000 compounds, 0.99% hits; inhibition, % at 2.7 µM; in the data active means inhibition above about 17%;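 further: 0% = vehicle with agonist challenge and 100% = reference antagonist with challenge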
Target sequence (P49146 whole entry, looked up): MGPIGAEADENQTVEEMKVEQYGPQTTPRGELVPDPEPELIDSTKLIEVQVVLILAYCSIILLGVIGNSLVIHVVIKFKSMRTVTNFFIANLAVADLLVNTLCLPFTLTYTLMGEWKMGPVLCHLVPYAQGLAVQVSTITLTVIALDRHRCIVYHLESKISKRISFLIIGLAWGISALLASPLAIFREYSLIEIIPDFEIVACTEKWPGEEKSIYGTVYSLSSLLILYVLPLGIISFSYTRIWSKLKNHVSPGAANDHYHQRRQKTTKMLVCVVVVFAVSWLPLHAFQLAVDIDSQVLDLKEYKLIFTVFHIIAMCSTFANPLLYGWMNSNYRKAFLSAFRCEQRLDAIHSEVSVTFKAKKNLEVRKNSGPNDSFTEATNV
Measles CPE = compounds protecting cells from measles virus cytopathic effect, primary screen, measles RdRp inhibitor project, single point, MLSMR library, absorbance; AID 841, 2007; 140,000 compounds, 1.5% hits; Measles virus-infected cells, CPE protection; protection (pct of control), % at 4 µM; in the data active means protection mostly above about 24%, no sharp cut-off; inactive means mostly below about 26%; further: some compounds called inactive have numbers as strong as hits
BB579 growth dn = growth inhibitors of yeast BB579 in restrictive medium, primary screen, yeast lifespan-shortening project, S. cerevisiae; OD615, 48 h; inhibition, % at 10 µM; 140,000 compounds, 0.51% hits;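 active means inhibition above a set limit, 3 SD over the mean compound inhibition, cut at about 44% in these data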; further: inactives centre near -24
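test system = yeast BB579 (DeaD) | buffer or medium = restrictive CSMM-D medium | doses = single compound dose of 10 µM, 0.25% DMSO final | times = 4 h preincubation and 48 h exposure at 30 °C | technique = culture absorbance at 615 nm | benchmarks = amphotericin B 10 µg/mL, positive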
HCT116 bCat-KO = primary screen for growth suppressors in beta-catenin knockout HCT116 cells (colon tumor, human). HCT116 beta-catenin knockout viability, CellTiter-Glo, 60 h; stronger effect = lower value. viability, % at 10 µM. 140,000 compounds, 1.5% hits;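 active means viability at or under a set limit, the compound median less 4 SD, cut at about 6% in these data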;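 further: 0% = Hyamine 1622 control at 20 µM and 100% = untreated cell control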
E-sel TNF inh = E-selectin induction blockers in HUVEC – imaging, immunofluorescence, high content, primary screen; inhibition, % at 2 µM; 120,000 compounds, 0.71% hits; HUVEC TNFa-induced E-selectin immunofluorescence; AID 1246, 2008;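 active means inhibition above the batch mean plus 3 SD, and confirmed as a hit on visual image review, cut at about 43% in these data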;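 further: 0% = TNF-stimulated DMSO wells and 100% = unstimulated control wells; not every result past the cut was called active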
An asterisk follows results filed as active; · = no result given.

SMILES | PTEN del growth | MRP-1 activ | Yeast life ext | GALR2 blocker | Phagocytosis inh | NPY-Y2 antag | Measles CPE | BB579 growth dn | HCT116 bCat-KO | E-sel TNF inh
Fc1ccc(C(c2nnnn2C2CCCC2)N2CCN(Cc3ccccc3)CC2)cc1 (centres undefined) | 73 | -2.8 | -2 | 5 | -1 | 12 | 5 | -25 | 77 | -21
Nc1nc(SCCN2C(=O)c3ccccc3C2=O)n[nH]1 | 97 | -1.0 | 2 | -15 | 0 | 2 | 3 | -32 | 97 | 1
COC(=O)c1ccccc1NC(=O)C1CCCC1 | 108 | -2.2 | -14 | -4 | 2 | 1 | 8 | 1 | 94 | 2
CC1=NN(c2ccccc2)C(=O)/C1=C/c1ccc[nH]1 | 88 | -3.4 | -6 | 7 | -3 | -1 | 4 | -30 | 77 | ·
Cc1ccc(-c2cn(-c3ccc(SC(F)F)cc3)c3[n+]2CCC3)cc1 | 59 | 0.5 | 6 | 6 | -7 | 3 | 14 | -33 | 44 | ·
COc1ccc(Cl)cc1NC(=O)N1CCN(CCc2ccccc2)CC1 | 110 | -0.7 | -3 | -17 | 1 | 5 | 20 | -27 | 89 | 12
O=C(O)CCc1ccc(-c2ccc(F)cc2)n1CCC(=O)O | 96 | -0.2 | 16 | 7 | 0 | 2 | 4 | -63 | 90 | -29
O=C(Nc1cc(C(=O)N2CCCC2)ccc1N1CCCC1)c1ccccc1F | 96 | -1.6 | 3 | 14 | -3 | 2 | 3 | -19 | 99 | -10
O=C(CCC(=O)Nc1cccc2ccccc12)N/N=C/c1ccco1 | 104 | -0.5 | 6 | 0 | · | 3 | 16 | -23 | 93 | ·
Oc1ccc(N=Cc2ccc(-c3cccs3)s2)cc1 | 93 | -1.8 | -26 | 3 | 0 | 2 | 10 | -6 | 69 | ·
O=[N+]([O-])c1ccc2n[nH]nc2c1 | 103 | -1.3 | -3 | 4 | 0 | 2 | 16 | -8 | 102 | 12
COc1ccc(NC(=O)c2ccc3c(c2)C(=O)N(Cc2cccnc2)C3=O)cc1 | 95 | 0.6 | -11 | -8 | · | -4 | 6 | -41 | 87 | 11
Cc1ccc(NC(=O)C2=CCN(S(=O)(=O)c3ccc(F)cc3)CC2)cc1 | 96 | -0.6 | 2 | 0 | · | 0 | 5 | -49 | 90 | 18
CC(C)=CCC/C(C)=C/CCC(C)NCCN1CCNCC1 (centres undefined) | 1.8* | -7.9 | -22 | -9 | 0 | 3 | 4 | -12 | 1.8* | ·
COC(=O)c1sc2ncccc2c1OCc1ccc(Cl)cc1Cl | 64 | -3.0 | -19 | 7 | 1 | 4 | 10 | -44 | 67 | -9
CC1=NN(C(=O)Cc2ccc([N+](=O)[O-])cc2)C(O)(c2ccccc2)C1 (centres undefined) | 91 | -3.2 | -4 | -18 | -2 | 7 | 16 | -44 | 91 | 5
O=C(CCCCCC(=O)N(CCO)CCO)N(CCO)CCO | 101 | -2.6 | 4 | 6 | -1 | 1 | 11 | -70 | 98 | -18
O=c1c[n+]([O-])c2ccccc2n1OCc1ccccn1 | 114 | -0.8 | -12 | -13 | · | 2 | 10 | -7 | 96 | 4
COc1ccc(CCn2c(C)ccc2C)cc1OC | 90 | -2.0 | -4 | -3 | · | 1 | 16 | -2 | 94 | -21
CCOC(=O)Cc1csc(NC(NC(=O)OCC)(C(=O)OCC)C(F)(F)F)n1 (centres undefined) | 90 | 1.8 | · | -4 | · | 1 | 14 | -13 | 92 | 8

Single entries from the entries so far:
COC(=O)c1ccccc1NC(=O)C1CCCC1 – BB579 growth dn: 1
O=C(Nc1cc(C(=O)N2CCCC2)ccc1N1CCCC1)c1ccccc1F – Measles CPE: 3
Oc1ccc(N=Cc2ccc(-c3cccs3)s2)cc1 – MRP-1 activ: -1.8
O=C(O)CCc1ccc(-c2ccc(F)cc2)n1CCC(=O)O – MRP-1 activ: -0.2

Remaining list, next part.
SMILES | PTEN del growth | MRP-1 activ | Yeast life ext | GALR2 blocker | Phagocytosis inh | NPY-Y2 antag | Measles CPE | BB579 growth dn | HCT116 bCat-KO | E-sel TNF inh
CC1(C)CC(=O)C=C(NNC(=O)c2ccc(N)cc2)C1 | 96 | -1.4 | 5 | 2 | -2 | 1 | 5 | -9 | 97 | ·
CCCOc1ccc(N2C(=O)C3ON(c4ccccc4)C(c4ccc(O)c(OC)c4)C3C2=O)cc1 (centres undefined) | 91 | 0.0 | -8 | -8 | 0 | 1 | 2 | -58 | 90 | 6
Cc1sc(NC(=O)/C=C/C(=O)O)c(C(N)=O)c1-c1ccc(C(C)(C)C)cc1 | 46 | -4.5 | 21 | -9 | 2 | 2 | 25 | -22 | 46 | 56
C=CCOC(=O)C1=C(C)NC(C)=C(C(=O)OCC=C)C1c1cn(-c2ccccc2)nc1-c1ccco1 | 85 | -2.2 | 10 | -1 | -1 | -3 | 4 | -65 | 86 | -6
CC(C(=O)N1CCCc2ccccc21)N1C(=O)c2ccccc2C1=O (centres undefined) | 97 | -0.9 | · | -7 | · | 0 | 18 | -13 | 92 | 10
CCOC(=O)c1cc(C(=O)Nc2ccccc2F)nn1C | 93 | -1.6 | -14 | 10 | 0 | 4 | 4 | -46 | 81 | 2
Cc1c(Cl)ccc2sc(NC(=O)CN3C(=O)c4ccccc4C3=O)nc12 | 0.5* | -0.2 | 3 | 6 | · | 0 | 18 | -12 | 0.8* | 18
O=C(NCCCN1CCCC1=O)c1cccs1 | 90 | 1.1 | 25 | 10 | -1 | 2 | 7 | -28 | 101 | -19
Cc1ccc(/C=C/C(=O)NC(C)c2ccccc2)cc1 (centres undefined) | 89 | 0.2 | 14 | 6 | · | 2 | 6 | -4 | 84 | 4
COc1cc2nc(C3CC3)n(NC(=O)c3ccc(F)cc3)c(=O)c2cc1OC | 106 | 1.4 | 0 | -3 | 2 | 3 | 26 | -13 | 93 | -39
COc1ccccc1NC(=O)c1ccc2nc(N3C(=O)CCC3=O)sc2c1 | 94 | -1.1 | -28 | -11 | 1 | 4 | 32 | -30 | 96 | 17
CCOc1cc(S(=O)(=O)Nc2ccc(Cl)cn2)ccc1F | 105 | -0.9 | 13 | 0 | 1 | 4 | 19 | -66 | 90 | -19
COC(=O)C1=C(C)OC(N)=C(C#N)C1c1ccc(OC)c(CSc2ccccn2)c1 (centres undefined) | 106 | -1.4 | -9 | -10 | -1 | 1 | 9 | -81 | 105 | ·
Nc1cc(=O)[nH]n1C1CCN(c2ccccc2)CC1 | 99 | 1.5 | -9 | 12 | -3 | 4 | 4 | -12 | 88 | 2
CC(=O)Oc1cccc(N2C(=O)CC(Nc3ccc(N4CCOCC4)cc3)C2=O)c1 (centres undefined) | 114 | -1.1 | -6 | -2 | -1 | 0 | 18 | -65 | 94 | -17
CC(=O)OC(C(=O)NCCc1ccccc1)c1cccnc1 (centres undefined) | 101 | 0.2 | -1 | 3 | 0 | 2 | 11 | -1 | 82 | -3
CCOc1ccc(C(=O)NCCCn2ccnc2)cc1 | 87 | -0.8 | -5 | 11 | 1 | 1 | 2 | -12 | 92 | 5
CC1CCc2c(sc(NC(=O)CSc3nnc(-c4ccccc4)o3)c2C#N)C1 (centres undefined) | 89 | -2.3 | -1 | 0 | -9 | 4 | 11 | -9 | 80 | 13
CCCCn1cc(C(C)(C)C)c(C#N)c1NC(C)=O | 89 | -0.7 | -4 | 15 | 0 | 2 | 13 | -9 | 98 | 4
O=C1CC(c2nc3ccccc3[nH]2)CN1c1ccccc1 (centres undefined) | 109 | 0.2 | -15 | 7 | 1 | 2 | 4 | -25 | 105 | -40
COC(=O)c1[nH]c(C)c(/C(O)=C2\C(=O)C(=O)N(CCN(C)C)C2c2ccccc2OC)c1C (centres undefined) | 103 | -1.7 | -8 | 11 | -1 | 1 | 2 | -54 | 93 | -21
COC(=O)C(C)N1C(=O)S/C(=C/c2cc(C)n(C(C)C)c2C)C1=O (centres undefined) | 95 | 1.6 | -9 | -10 | -1 | 2 | 2 | -12 | 90 | -85
N/C(=N\OC(=O)c1cccc(Br)c1)c1ccccc1 | 90 | -2.4 | -19 | 4 | · | 3 | 3 | -79 | 105 | -29
Cc1ccc(N(CC(=O)NCCSc2nc3ccccc3s2)S(=O)(=O)c2ccccc2)c(C)c1 | 45 | -3.2 | 7 | -2 | -8 | 5 | 20 | -19 | 57 | ·
COC(=O)C1CCN(C(c2cccs2)c2sc3nc(C)nn3c2O)CC1 (centres undefined) | · | · | · | 20 | 0 | 0 | · | · | · | 14
O=C(Oc1ccccc1)Oc1ccc2c(c1)oc(=O)c1ccccc12 | 73 | -4.0 | -17 | 4 | 0 | 23* | 6 | -26 | 81 | 3
COc1cc(CN2CCC(C(=O)N3CCN(c4ccccc4F)CC3)CC2)cc(OC)c1OC | 105 | -0.4 | -2 | -5 | 0 | 5 | 11 | -74 | 90 | -10

Whole records as entered above:
COC(=O)C(C)N1C(=O)S/C(=C/c2cc(C)n(C(C)C)c2C)C1=O (centres undefined) across the screens: PTEN del growth = 95; MRP-1 activ = 1.6; Yeast life ext = -9; GALR2 blocker = -10; Phagocytosis inh = -1; NPY-Y2 antag = 2; Measles CPE = 2; BB579 growth dn = -12; HCT116 bCat-KO = 90; E-sel TNF inh = -85
COC(=O)c1[nH]c(C)c(/C(O)=C2\C(=O)C(=O)N(CCN(C)C)C2c2ccccc2OC)c1C (centres undefined) across the screens: PTEN del growth = 103; MRP-1 activ = -1.7; Yeast life ext = -8; GALR2 blocker = 11; Phagocytosis inh = -1; NPY-Y2 antag = 1; Measles CPE = 2; BB579 growth dn = -54; HCT116 bCat-KO = 93; E-sel TNF inh = -21
